Bioassay records from PubChem BioAssay.
CTSL1 counter: counter-screen for PFM18AAP inhibitors: inhibitors of F. hepatica cathepsin L1; recombinant F. hepatica cathepsin L1, Z-Leu-Arg-MCA fluorescence; inhibition, % at 5.96 µM; 300,000 compounds, 0.49% hits; AID 1906;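 active = inhibition above the mean of all tested compounds plus 3 SD, set per screening campaign, cut at about 17% in these data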;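 also: 0% = plate median of test compound wells and 100% = 1 µM Z-Phe-Ala-diazomethylketone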
procasp7 counter: counter-screen for procaspase-3 activators: activators of human procaspase-7. P55210. recombinant procaspase-7, Ac-DEVD-pNA absorbance 405 nm; D23A/D198A/D206A triple mutant, cannot self-cleave; scale: DMSO 0, 5 µM enzyme 100. activation, % at 8.5 µM. 330,000 compounds, 0.093% hits. AID 463210;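 active = percent activation above the screen-wide mean plus 3 SD, cut at about 25% in these data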
Target sequence (P55210 whole entry D23A/D198A/D206A): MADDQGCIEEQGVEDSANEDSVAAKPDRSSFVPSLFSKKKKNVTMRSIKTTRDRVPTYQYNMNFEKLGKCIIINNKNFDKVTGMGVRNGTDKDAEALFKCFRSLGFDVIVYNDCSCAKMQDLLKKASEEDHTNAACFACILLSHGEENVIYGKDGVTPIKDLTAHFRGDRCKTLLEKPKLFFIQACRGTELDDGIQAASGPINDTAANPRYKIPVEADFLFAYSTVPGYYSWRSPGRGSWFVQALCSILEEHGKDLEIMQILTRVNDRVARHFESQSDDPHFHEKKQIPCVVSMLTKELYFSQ
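Test system: Procaspase-7 triple mutant (PC-7 D3A). Also added: Ac-DEVD-pNA substrate, 400 µM as added. Schedule: 1 h enzyme–compound preincubation and 2 h substrate reaction, both 25 °C. Signal: p-Nitroaniline absorbance at 405 nm, read at 0 and 120 min. Control set: low DMSO alone, high DMSO plus 5 µM PC-7.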
TPT1 inhibitor: C. albicans TPT1 enzyme inhibition; recombinant caTPT1, FP RNA substrate dephosphorylation; 300,000 compounds, 0.81% hits; inhibition, % at 5 µM;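 active = inhibition above the mean of all tested compounds plus 3 SD, set per screening campaign, cut at about 24% in these data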;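 also: plate controls were DMSO alone for no effect and ferristatin control at 100 nM for full effect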
AHR activator: activates the human aryl hydrocarbon receptor; P35869; AHR-responsive luciferase reporter cells, luminescence; activation, % at 5 µM; 320,000 compounds, 2.5% hits; in the data active = activation above about 47%;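 also: 0% = vehicle wells and 100% = reference agonist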
PP5 primary: inhibitors of human protein phosphatase 5 (PP5); AID 1987; purified PP5c, OMFP substrate fluorescence; 320,000 compounds, 0.18% hits; P53041; inhibition, % at 6.7 µM;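 active = inhibition above the campaign's mean inhibition across all tested compounds plus 3 SD, cut at about 9.5% in these data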;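 also: 0% = DMSO only and 100% = 100 µM cantharidin control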
Target sequence (P53041 whole entry, looked up): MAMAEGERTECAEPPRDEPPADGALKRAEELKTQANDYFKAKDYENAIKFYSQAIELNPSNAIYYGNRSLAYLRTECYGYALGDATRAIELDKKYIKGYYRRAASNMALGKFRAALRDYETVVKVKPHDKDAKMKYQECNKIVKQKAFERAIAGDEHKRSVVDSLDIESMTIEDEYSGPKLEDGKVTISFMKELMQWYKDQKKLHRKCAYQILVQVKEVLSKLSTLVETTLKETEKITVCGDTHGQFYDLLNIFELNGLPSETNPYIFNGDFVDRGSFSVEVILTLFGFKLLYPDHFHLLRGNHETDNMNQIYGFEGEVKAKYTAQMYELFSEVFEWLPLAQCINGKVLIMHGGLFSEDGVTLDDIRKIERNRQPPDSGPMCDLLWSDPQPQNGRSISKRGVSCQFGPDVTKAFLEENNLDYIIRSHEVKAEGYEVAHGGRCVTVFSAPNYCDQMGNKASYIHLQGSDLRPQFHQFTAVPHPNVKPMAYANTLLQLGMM
PP1 inh: PP1-alpha (human) inhibition in PP5 counter-screen | purified PP1alpha, OMFP fluorescence | AID 2235 | 320,000 compounds, 0.9% hits | inhibition, % at 6.7 µM | P62136;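 active = inhibition above the mean inhibition of all tested compounds plus 3 SD, computed separately for each screening campaign, cut at about 15% in these data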
PAFAH2 FP inh: PAFAH2 (human) inhibition | AID 492956 | inhibition, % at 3.39 µM | recombinant PAFAH2, FP-rhodamine activity probe, fluorescence polarization | 340,000 compounds, 0.99% hits;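 active = inhibition above the mean over all tested compounds plus 3 SD, cut at about 30% in these data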;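 also: inhibitors block probe labeling of enzyme so polarization drops; 0% = enzyme with DMSO and 100% = wells lacking PAFAH2 protein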
procasp3 activ: activates human procaspase-3. P42574. recombinant procaspase-3 D3A, Ac-DEVD-pNA absorbance 405 nm. activation, % at 8.5 µM. 330,000 compounds, 0.11% hits. AID 463141;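 active = activation above the mean of all tested compounds plus 3 SD, cut at about 21% in these data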;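 also: 0% = DMSO alone and 100% = DMSO wells spiked with extra 5 µM PC-3 D3A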
Target sequence (P42574 whole entry D9A/D28A/D175A): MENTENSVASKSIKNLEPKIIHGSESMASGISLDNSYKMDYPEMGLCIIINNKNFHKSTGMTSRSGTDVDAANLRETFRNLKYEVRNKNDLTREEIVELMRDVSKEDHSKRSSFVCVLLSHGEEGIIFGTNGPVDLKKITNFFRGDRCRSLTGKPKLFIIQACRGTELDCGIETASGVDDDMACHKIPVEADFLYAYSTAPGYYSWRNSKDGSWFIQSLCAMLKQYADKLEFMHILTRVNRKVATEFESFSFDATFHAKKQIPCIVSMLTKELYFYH
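Assay system: Procaspase-3 D3A mutant, all three cleavage aspartates alanine. Buffer or medium: Zinc-free HEPES saline buffer with Triton X-100. Times: 1 h compound preincubation, 2 h substrate hydrolysis at 25 °C. Measured by: 405 nm absorbance of p-nitroaniline, reads at 0 and 120 min. Read-out basis: percent activation relative to control range. Replicates: singlicate.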
HCV core dimer: HCV core protein dimerization inhibition | AID 1899 | TR-FRET GST/Flag-core106 dimerization, 1536-well | inhibition, % at 5 µM | 300,000 compounds, 0.33% hits;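 active = inhibition above the mean of all tested compounds plus 3 SD, set per screening campaign, cut at about 45% in these data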
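Test system: GST/Flag-tagged HCV core106 proteins; Medium: KF-containing HEPES buffer, pH 7.45, DTT, CHAPS, BSA; Times: compound-protein-antibody incubation 4 h at 22.5 °C; Detection: TR-FRET 671 and 617 nm emission; Benchmarks: wells lacking GST-core106 and wells with excess unlabelled core106.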
An asterisk follows results filed as active; nt = no result given.

SMILES	CTSL1 counter	procasp7 counter	TPT1 inhibitor	AHR activator	PP5 primary	PP1 inh	PAFAH2 FP inh	procasp3 activ	HCV core dimer
CON(C)S(=O)(=O)NC(=O)C1=C(N2CCCC2)COC1=O	nt	5	nt	-1	-1.8	-4	-1	9	nt
Cc1ccc(C)c(N2CCN(CCCNC(=O)Cn3cccc3C(=O)c3ccccc3C)CC2)c1	0	9	-3	-2	3.5	-2	3	10	-6
Cc1ccc(C(=O)N2CCN(c3ccc([N+](=O)[O-])cc3)CC2)o1	5	-5	-1	-3	-1.8	-1	6	1	-3
O=C(Nc1cccc(S(=O)(=O)N2CCOCC2)c1)c1ccc(N2CCOCC2)c([N+](=O)[O-])c1	2	-9	0	5	-2.2	1	-1	-10	1
CCCS(=O)(=O)N1CCN(CC2CC=CCC2)CC1 (stereo unspecified)	3	3	-2	-2	1.1	5	4	4	-5
Cc1cccc(Cn2c(=O)n(CCCC(=O)NCc3ccco3)c(=O)c3ccccc32)c1	0	7	0	5	-2.6	-5	1	1	13
Cc1cccc(-n2nnc(C(=O)N3CCc4ccccc4C3)c2N)c1	2	-4	0	-3	-1.0	-1	-3	-7	0
C=CCn1c(Cc2ccc(OCC)cc2)nnc1SCC(N)=O	-7	0	-4	-3	1.4	-1	-2	0	-5
COc1cc(NC(=O)Nc2ccc(C)cc2)cc([N+](=O)[O-])c1	4	10	-5	62*	2.4	1	-1	8	3
O=C(Oc1ccc(/C=N/NC(=O)c2ccccn2)cc1)c1ccc(Br)cc1	0	2	0	-2	-1.8	1	-4	5	-4
CCN(CC)S(=O)(=O)c1cc(NC(=O)CSc2n[nH]c(N)n2)ccc1C	nt	-5	nt	0	4.3	-1	-4	2	nt
CCOC(=O)c1cc(C)[nH]c(=O)c1C#N	-16	13	7	0	1.4	-4	1	11	7
CC(=O)Nc1cc(NC(C)=O)cc(C(=O)OCC(=O)N(c2ccccc2)C2CCS(=O)(=O)C2)c1 (stereo unspecified)	nt	1	nt	0	2.2	-4	6	7	nt
NC(=O)c1ccc[n+](CC(=O)c2ccc(Br)cc2)c1	6	-9	1	5	-0.8	-2	2	2	4
CC(=O)c1cccc(OC(=O)c2cc(S(=O)(=O)N3CCOCC3)ccc2N2CCCC2)c1	nt	4	nt	1	2.3	2	1	0	nt
COC(=O)c1cc(CNC(=O)c2cccc(Cl)c2)ccc1OC	-3	1	2	1	1.6	-6	4	-4	5
N#CCc1c(C#N)c(N)nc(N2CCN(C=O)CC2)c1C#N	-4	-21	0	0	-1.7	-2	7	0	-2
CNCc1ccccc1OCC(=O)Nc1ccccc1OC	-5	0	1	69*	4.3	-2	-4	5	-4
NC(=O)C1CCN(C(=O)CCn2c(=O)oc3ccccc32)CC1	nt	11	nt	7	1.3	0	4	11	nt
Cc1ccc([N+](=O)[O-])c(OCCCN2C(=O)NC(C)(C)C2=O)c1	4	-9	-3	2	0.3	-1	0	-3	1
Cc1ccc(S(=O)(=O)Nc2ccc3c(c2)CCC3)cc1	-4	2	-2	10	3.1	2	-9	-11	-3
Cc1cccc(NC(=O)CSc2nnc(-c3ccco3)n2CC2CCCO2)n1 (stereo unspecified)	-2	-5	3	1	2.2	6	-10	2	-9
O=C(O)CC(NS(=O)(=O)c1ccc(Br)cc1)c1ccco1 (stereo unspecified)	0	14	-4	0	0.7	-2	7	0	2
O=C(NC(=S)Nc1cccc(-c2ccc(CO)o2)c1)c1cccs1	-3	-12	-1	3	1.8	0	-4	6	4
Cc1ccc(-c2nnc(CN3CCCCC3C)o2)cc1 (stereo unspecified)	0	1	2	0	-1.2	0	5	4	4
The results go on:
SMILES	CTSL1 counter	procasp7 counter	TPT1 inhibitor	AHR activator	PP5 primary	PP1 inh	PAFAH2 FP inh	procasp3 activ	HCV core dimer
COc1c(-c2ccccc2)oc2c(ccc3occc32)c1=O	nt	4	nt	13	-0.7	-1	0	7	nt
O=C1CC(c2cccs2)Cc2nc(NCC3CCCO3)ncc21 (stereo unspecified)	-9	8	-4	0	-0.1	1	-2	2	1
O=C(NCCc1cnc[nH]1)Nc1cccc(C(F)(F)F)c1	-5	-12	0	29	-4.6	4	-5	-3	-10
CN(C(=O)Nc1ccccc1)C1CCCc2ccccc21 (stereo unspecified)	-1	-3	4	8	2.1	5	-15	5	4
CCCCn1c(N)c(N(CC(C)C)C(=O)c2ccc(S(=O)(=O)N3CCCCCC3)cc2)c(=O)[nH]c1=O	1	10	0	-1	-0.5	-2	0	1	-1
Cc1ccc(NC(=O)NNC(=O)C2CC(c3cccs3)=NO2)cc1 (stereo unspecified)	0	4	-2	2	0.6	1	2	2	4
CCc1nc2oc3cc(OC)ccc3c(=O)c2c(=O)n1-c1ccccc1	2	1	-1	28	-2.1	-1	0	6	2
COC(=O)c1c(NC(=O)c2ccco2)sc(C(=O)N2CCCC2)c1C	1	0	-1	1	4.3	-4	0	-1	9
CC(Oc1ccccc1)C(=O)Nc1ccc(S(=O)(=O)N2CCN(C)CC2)cc1 (stereo unspecified)	3	-9	0	0	-0.9	-3	7	6	-2
Cc1ccc(CCNC(=O)c2cc(S(=O)(=O)N3CCOCC3)cn2C)cc1	67*	-2	1	-3	0.2	-2	6	9	-2
O=C(CCC(=O)Nc1ccccc1Cl)N/N=C/c1ccccc1	-3	7	0	1	0.3	-3	-3	8	-5
Cc1cc(-c2ccc(Cl)cc2)c(C#N)c(N)n1	-4	6	-1	17	-1.1	-2	5	-3	26
CCOCCc1nn2c(=O)cc(CSCC(=O)Nc3cccc(C)c3C)nc2s1	-5	-9	2	9	1.7	0	-2	1	-11
Nc1ncnc2c1ncn2C1OC(CO)C(O)C1N (stereo unspecified)	4	10	-3	-1	-0.4	-5	6	5	-3
CCCCNC(=O)[C@H]1N2C(=O)c3c(ccc(OC)c3OC)C2SC1(C)C (stereo partly specified)	0	-2	0	0	-2.0	0	-12	4	-3
COCCCNC(=S)NNC(=O)c1csc(C)n1	4	1	-3	1	-1.0	-2	-5	3	-9
COc1nc(C#N)c(N2CCOCC2)o1	-3	0	3	-1	0.8	-1	-7	2	-3
Cn1cnnc1SCC(=O)NCCc1ccccc1	0	-1	-1	1	3.2	-1	0	-5	1
O=C(NCC(=O)N1CCOCC1)c1ccc(Cl)cc1	1	2	-3	2	0.3	-1	5	-1	-1
Cc1ccc(S(=O)(=O)N2CCC(c3nc4c(nnn4Cc4ccccc4)c(=O)[nH]3)CC2)cc1	8	-4	-4	3	-2.6	16*	nt	-2	20
COC(=O)c1c(C)cc(O)cc1O	0	-9	0	1	1.8	0	5	9	-2
CS(=O)(=O)c1cccc(C(=O)Oc2ccccc2)c1	-2	10	5	3	-1.2	-3	3	1	-3
O=C(CN1CC[n+]2c(-c3cccs3)csc21)c1ccc(Br)cc1	0	-15	0	0	1.9	7	2	-8	-6
Cc1cc(C)n2cc(-c3ccc(Cl)cc3)c(C(=O)O)c2n1	-1	-7	0	96*	3.4	-4	0	5	-9
CCOC(=O)Nc1ccc2c(c1)ncn2C1CCCCC1	-3	-3	0	7	3.4	-1	2	-9	4

Whole records as entered above. Screens in order: CTSL1 counter, procasp7 counter, TPT1 inhibitor, AHR activator, PP5 primary, PP1 inh, PAFAH2 FP inh, procasp3 activ, HCV core dimer
COC(=O)c1c(C)cc(O)cc1O reads 0, -9, 0, 1, 1.8, 0, 5, 9, -2
Cc1cc(-c2ccc(Cl)cc2)c(C#N)c(N)n1 reads -4, 6, -1, 17, -1.1, -2, 5, -3, 26
O=C(CN1CC[n+]2c(-c3cccs3)csc21)c1ccc(Br)cc1 reads 0, -15, 0, 0, 1.9, 7, 2, -8, -6

Additional records
SMILES	CTSL1 counter	procasp7 counter	TPT1 inhibitor	AHR activator	PP5 primary	PP1 inh	PAFAH2 FP inh	procasp3 activ	HCV core dimer
Cc1ccc(NC(=O)COCC(=O)Nc2ccc(C)cc2)cc1	3	5	0	4	-0.4	-1	0	5	2
NS(=O)(=O)c1cc2c(cc1Cl)NC(Cc1ccccc1)NS2(=O)=O (stereo unspecified)	-2	-1	43*	0	0.7	-3	8	1	1
CCCS(=O)(=O)c1nc(S(=O)(=O)c2ccc(C)cc2)c(NCCCN2CCOCC2)s1	-1	-4	-2	-1	-1.5	-6	-8	8	6
O=C(NCC(=O)c1ccccc1)OCc1ccc([N+](=O)[O-])cc1	-3	12	-6	1	1.1	-3	-2	-1	-2
Cc1nccn1CC(=O)N/N=C/c1ccc(O)c(O)c1	0	-8	-2	0	-0.3	0	nt	-6	-14
O=[N+]([O-])c1ccc(Cc2ccccn2)cc1	nt	-13	nt	0	3.0	-6	1	-3	nt
Cc1noc(C)c1COc1cccc(C(=O)Nc2ccc3c(c2)OCO3)c1	2	10	-2	17	0.8	-1	3	-6	4
COc1ccc(/C=C/C(=O)NCC(c2ccc(F)cc2)N2CCOCC2)cc1OC (stereo unspecified)	2	-2	-2	5	3.2	-2	-1	2	-1
Cc1ccn2c(=O)nc(SCC(=O)N3CCCCCC3)nc2c1	0	0	2	4	0.1	-5	2	0	6
Clc1ccc(Nc2ccc3ccccc3n2)cc1	5	2	4	74*	3.8	-1	0	13	-1
Cn1c(=O)c2c(nc(-n3ccnc3)n2Cc2ccc(Cl)cc2Cl)n(C)c1=O	1	-1	-2	1	5.7	-2	-3	3	-1
O/N=C/c1ccc2ccccc2c1	-2	11	-3	7	2.0	0	-1	-5	-2
Cc1cc(OCC(=O)NNC(=O)c2cccs2)ccc1Br	-6	-3	-1	9	0.7	-2	-7	2	-13
Cc1ccccc1C(=O)N1CCC(C(=O)Nc2ccccc2Cl)CC1	-4	-1	-5	-4	-1.3	2	-4	10	7
CCCNC(=O)c1nn2cc(Br)cnc2c1Br	1	16	2	5	0.6	-1	3	10	5
NC1=NC(=O)/C(=C/c2cccc(-c3ccc(S(N)(=O)=O)cc3)c2)S1	6	14	-3	14	-0.1	7	-7	-2	-3
O=C(CCn1c(=S)[nH]c2ccccc2c1=O)Nc1cccc(Cl)c1	2	3	-2	-4	-2.2	-3	-9	4	3
O=C(CSc1cc(Cl)ccc1Cl)Nc1ccc(N2CCOCC2)cc1	nt	7	nt	3	3.0	1	6	-8	nt
COC(=O)c1ccccc1NC(=O)CN(C)Cc1ccccc1	0	11	-3	-2	1.9	0	3	-3	-4
Cc1cc(Nc2ccc([N+](=O)[O-])cc2)nc2ccccc12	0	2	3	-5	6.0	-1	-18	-1	-2
CC(=O)N1CCCc2cc(S(=O)(=O)N(CC(C)C)CC(C)C)ccc21	-1	7	-2	3	1.3	1	0	-1	3
Cc1cc2c(cc1C)CSC(c1ccc(O)cc1)SC2	1	2	4	1	3.9	-2	1	3	15
CCOC(=O)N1CCN(C(=O)c2ccc(CS(=O)c3ccccc3)o2)CC1 (stereo unspecified)	2	-2	1	-1	0.7	-2	3	-2	-12
O=C(CSc1nnc(-c2ccccc2F)n1C1CC1)Nc1cccnc1Cl	-13	-10	2	0	-0.4	-1	-7	12	-3
CN(C)c1nc2n(c(=O)n1)C(C#N)CS2 (stereo unspecified)	1	10	-3	-3	-2.0	2	-4	-5	-3
